NR1D1 modulator = modulators of Rev-erb alpha DNA binding, primary screen, biochemical, FITC-DNA, fluorescence polarization, uHTS. Nuclear receptor subfamily 1 group D member 1 (Homo sapiens), P20393. Rev-erbα–FITC-DNA binding, 90 min. activity, % at 10 µM. hit rate 0.79% among 370,000;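 active means activity above about 14%, limit read from the data; passing the limit was not always enough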;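 further: 0% = DMSO wells with 35 nM protein and 100% = DMSO wells with 750 nM protein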
mABHD4 FP = ABHD4 inhibitors, primary screen, biochemical, fluorescence polarization, mouse; (Lyso)-N-acylphosphatidylethanolamine lipase (Mus musculus), Q8VD66; purified mABHD4, FP-Rh probe fluorescence polarization; inhibition, % at 8.92 µM; hit rate 0.54% among 370,000;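 active means inhibition exceeding the mean over every tested compound plus 3 SD, cut at about 30% in these data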;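 further: 0% = plate median of compound wells and 100% = S159A mutant with DMSO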
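System: mouse ABHD4 enzyme, wild type / Medium: HEPES pH 7.0, NaCl, Pluronic buffer / Reagent: FP-Rh activity-based fluorescent probe / Control set: S159A mutant high control, sample median low control / Detection: fluorescence polarization with parallel and perpendicular emission, 525/598 nm / Schedule: 45 min + 60 min at 25 °C / Compound dosing: 8.92 µM, single dose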
LEDGF integ inh = blockers of LEDGF/p75-dependent integrase strand transfer – biochemical, TR-FRET, high throughput, primary screen; TR-FRET IN-LEDGF/p75 DNA integration, Eu/Cy5; hit rate 0.64% among 370,000; inhibition, % at 3.7 µM; AID 743269, 2014;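 active means inhibition above the screen-wide mean plus 3 SD, cut at about 13% in these data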;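 further: signal is the Cy5 over europium emission ratio at 671 and 618 nm; 0% = plate median of compound wells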
SIAE inh = human SIAE inhibitors, primary screen, biochemical, fluorescence polarization, FP-Rh probe, 1536-well HTS; Sialate O-acetylesterase (Homo sapiens), Q9HAT2; SIAE FP-Rh probe binding; inhibition, % at 9.66 µM; hit rate 0.69% among 370,000; AID 1053197, 2014;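 active means inhibition above a cutoff: mean of compounds within the control limits plus 3 SD of those, cut at about 17% in these data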;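 further: 0% = plate median of compound wells and 100% = probe without SIAE protein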
Target sequence (Q9HAT2 whole entry, looked up): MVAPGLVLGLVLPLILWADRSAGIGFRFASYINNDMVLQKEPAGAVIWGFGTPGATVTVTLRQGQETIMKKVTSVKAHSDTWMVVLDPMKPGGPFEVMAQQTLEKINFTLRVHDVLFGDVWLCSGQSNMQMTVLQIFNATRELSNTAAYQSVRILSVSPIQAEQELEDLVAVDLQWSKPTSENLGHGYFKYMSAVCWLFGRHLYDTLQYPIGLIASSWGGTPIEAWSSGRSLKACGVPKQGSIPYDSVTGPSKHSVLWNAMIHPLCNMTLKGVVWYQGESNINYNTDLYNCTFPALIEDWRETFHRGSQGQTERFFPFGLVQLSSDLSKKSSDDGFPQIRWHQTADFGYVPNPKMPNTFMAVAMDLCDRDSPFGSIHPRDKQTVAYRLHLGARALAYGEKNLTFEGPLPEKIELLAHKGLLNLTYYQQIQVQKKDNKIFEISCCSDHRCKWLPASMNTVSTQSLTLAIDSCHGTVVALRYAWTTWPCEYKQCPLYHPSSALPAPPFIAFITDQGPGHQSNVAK
HTRA1 inhibitor = HTRA1 serine protease inhibitors, primary screen, biochemical, fluorescence polarization, HTS. AID 504803, 2011. hit rate 0.5% among 340,000. recombinant HTRA1, FP-rhodamine activity-based probe. Q92743. inhibition, % at 5.96 µM; in the data active means inhibition above about 36%;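 further: 0% = enzyme with DMSO and 100% = wells lacking enzyme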
Target sequence (Q92743 whole entry, looked up): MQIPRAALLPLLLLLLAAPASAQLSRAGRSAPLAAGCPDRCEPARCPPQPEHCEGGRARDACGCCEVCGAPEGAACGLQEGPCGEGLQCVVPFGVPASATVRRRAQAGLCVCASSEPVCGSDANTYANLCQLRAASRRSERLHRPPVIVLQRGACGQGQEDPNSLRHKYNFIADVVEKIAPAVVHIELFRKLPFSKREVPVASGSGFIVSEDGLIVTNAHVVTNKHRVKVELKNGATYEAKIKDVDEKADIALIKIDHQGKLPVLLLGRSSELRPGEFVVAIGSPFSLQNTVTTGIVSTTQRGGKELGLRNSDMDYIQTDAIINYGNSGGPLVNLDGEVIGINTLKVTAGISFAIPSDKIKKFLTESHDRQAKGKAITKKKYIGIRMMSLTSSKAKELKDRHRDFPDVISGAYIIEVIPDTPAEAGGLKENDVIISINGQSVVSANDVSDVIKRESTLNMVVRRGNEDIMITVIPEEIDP
rCAG binder = binders of r(CAG) RNA repeats, primary screen, biochemical, fluorescence; r(CAG) RNA repeat, TO-PRO-1 dye displacement fluorescence; inhibition, % at 3 µM; hit rate 1.3% among 370,000;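 active means inhibition above the plate cutoff, the mean of all test compounds on that plate plus 3 SD, cut at about 35% in these data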;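 further: 0% = DMSO alone and 100% = 100 µM mitoxantrone as full dye displacement; higher means more dye released from RNA so lower well fluorescence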
PG9 Ab binder = binders of HIV-1 gp120 antibody PG9, primary screen, biochemical, TR-FRET | TR-FRET gp120-PG9 antibody binding | HIV-1 gp120 / PG9 antibody interaction | hit rate 0.43% among 360,000 | inhibition, % at 6.7 µM; in the data active means inhibition above about 8.5%
TCR-CD3 inh = inhibitors of human TCR-CD3 interaction, primary screen, biochemical, fluorescence, TAMRA-labeled TCR probe | T-cell receptor (TCR) | hit rate 0.37% among 360,000 | inhibition, % at 9.4 µM; in the data active means inhibition above about 19%;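 further: recombinant mutant TCR 2C K166C tagged with TAMRA read by polarization; 0% = receptor in buffer alone and 100% = receptor with positive control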
TDP2 inh = human TDP2 enzyme inhibitors, primary screen, biochemical, epi absorbance, recombinant enzyme; Tyrosyl-DNA phosphodiesterase 2 (Homo sapiens), O95551; T5PNP hydrolysis, p-nitrophenol absorbance 415 nm; inhibition, % at 12.8 µM; hit rate 0.34% among 370,000;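 active means inhibition above the mean of all tested compounds plus 3 SD, set per campaign, cut at about 25% in these data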;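 further: 0% = DMSO with enzyme and 100% = buffer with substrate but no TDP2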
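Test system: human TDP2 enzyme; Input: 120 nM TDP2 per well; Buffer or medium: Mg2+-containing Tris-HCl buffer, pH 7.5; Reagent: 5 mM T5PNP; Dosing: 12.8 µM single point, 1% DMSO; Incubation: reaction 2 h, 37 °C; Detection: p-Nitrophenol epi absorbance; Read-out: % inhibition relative to enzyme-containing and enzyme-free wells; Replicates: single well per compound.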
PRMT1 FP inh = PRMT1 methyltransferase inhibitors, primary screen, biochemical, fluorescence polarization | recombinant PRMT1, activity-based probe fluorescence polarization | inhibition, % at 2.79 µM | hit rate 1.3% among 370,000 | AID 652257, 2013;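 active means inhibition above about 21% made by adding two undisclosed values, limit read from the data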
* marks the source's active call; other numbers are inactive results; nt = not tested or not shown; & = joins results of further samples. Only part of the results is shown. The share of hits here may be higher or lower than overall.

#1 C/C(=N\NS(=O)(=O)c1ccc(C)cc1)c1cc2ccccc2oc1=O
#2 Cc1cc(C)c(NC(=O)c2cc(=O)c3ccccc3o2)c(C)c1
#3 Brc1ccc(-c2csc(/N=C/N3CCOCC3)n2)cc1
#4 COc1ccc(OC)c(/C=N\NC(=O)c2cc3c(ccc4ccccc43)o2)c1
#5 O=C1C=C(c2cc(Cl)cc(Cl)c2)C[C@@H](c2ccc3c(c2)OCO3)C1
#6 Cc1cccc(OCc2nnc(SCC(=O)NCC3CCCO3)n2C)c1 (configuration not stated)
#7 CCN(CC)S(=O)(=O)c1ccc(N/N=C/c2cc(OC)ccc2O)nc1
#8 Cc1ccc([C@H]2C[C@H](O)[C@@H](n3cc(C4CC4)nn3)CN2C(=O)c2cccs2)cc1
Assay by compound	1	2	3	4	5	6	7	8
NR1D1 modulator	-2	-3	-3	-4	2	2	5	-7
mABHD4 FP	4	-14	-26	-10	2	-3	3	1
LEDGF integ inh	4	-8	2	-1	-2	1	-5	-2
SIAE inh	2	-4	-1	-20	0	-4	4	5
HTRA1 inhibitor	3	-5	-2	-13	-6	-2	-1	2
rCAG binder	6	-6	4	7	3	-6	21	0
PG9 Ab binder	-0.6	1.5	0.8	1.8	-0.6	1.4	-0.2	-1.2
TCR-CD3 inh	3	0	-3	2	5	-2	13	6
TDP2 inh	-4	-5	-14	19	-1	3	-9	7
PRMT1 FP inh	2	3	5	0	-1	3	-3	0

#9 CC(C(=O)O)N1C(=O)/C(=C/C=C/c2ccco2)SC1=S (configuration not stated)
#10 COc1ccc(-c2nnn(CC(=O)N3CCN(c4ccccc4OC)CC3)n2)cc1OC
#11 Cn1cc(C(=O)c2ccc(Cl)cc2Cl)cc1C(=O)NN
#12 Cc1ccccc1COC(=O)c1cc([N+](=O)[O-])ccc1N1CCOCC1
#13 O=C(COc1ccc(Cl)cc1Cl)NCCN1CCCC1
#14 CCCC1(C(=O)OCC)NC(c2ccc(N(C)C)cc2)C2C(=O)N(c3ccc(OCC)cc3)C(=O)C21 (configuration not stated)
#15 CC(C)NC(=O)C1(C)CCN1C(=O)C1(c2ccccc2)CCCC1 (configuration not stated)
#16 OCC[C@@H]1C[C@@H](O)[C@H](O)[C@]2(Cc3ccccc3CO2)O1
Assay by compound	9	10	11	12	13	14	15	16
NR1D1 modulator	-24	-1	-4	2	0	0	2	-3
mABHD4 FP	37*	1	0	-8	0	7	-1	2
LEDGF integ inh	93*	-3	0	1	4	-3	-5	-1
SIAE inh	5	3	-10	4	-2	-8	0	2
HTRA1 inhibitor	28	0	2	-17	3	8	nt	5
rCAG binder	83*	-4	8	-2	-1	-4	0	-2
PG9 Ab binder	-1.9	-0.9	-1.3	0.8	-2.3	-1.0	1.9	-0.3
TCR-CD3 inh	2	3	-6	7	3	-3	0	7
TDP2 inh	3	11	-13	-1	-6	-8	-6	1
PRMT1 FP inh	56*	3	-1	-3	-4	-1	2	-3

#17 Cc1nn(C(=O)c2ccco2)c(C)c1Sc1ccccc1
#18 COC1(OC)C=CC(=O)C=C1NC(=O)c1ccccc1OC(C)=O
#19 CC1(C(=O)NS(=O)(=O)c2ccc(Br)cc2)CCN1C(=O)CC1CCCCC1 (configuration not stated)
#20 COc1ccc(O)c(/C=c2/sc3nc4cc(C)c(C)cc4n3c2=O)c1
#21 CSc1nnc(C)c(=O)n1COC(=O)c1ccc(S(=O)(=O)N2CCOCC2)cc1
#22 Fc1ccc(-c2n[nH]c(=S)c3ccccc23)cc1
#23 COc1ccccc1N1CCN(CC(=O)Nc2ccccc2C(=O)NCCc2ccccc2)CC1
#24 Cc1ccc(N(CC(=O)NC2CCCCC2)C(=O)CCCC(=O)Nc2ccccn2)cc1
Assay by compound	17	18	19	20	21	22	23	24
NR1D1 modulator	4	4	-5	5	1	1	8	-1
mABHD4 FP	2	12	11	9	7	4	-1	-4
LEDGF integ inh	-4	-2	0	1	-1	-3	4	1
SIAE inh	1	4	10	-58	-1	3	-4	-1
HTRA1 inhibitor	24	-4	nt	-56	-1	-1	-18	-5
rCAG binder	1	2	19	21	2	-3	-2	-4
PG9 Ab binder	-2.6	-1.1	1.2	-0.5	-0.9	1.3	-1.4	-0.5
TCR-CD3 inh	4	7	-5	6	5	1	6	7
TDP2 inh	10	2	6	-11	8	12	-1	11
PRMT1 FP inh	-1	5	6	39*	-1	2	0	-3

#25 O=C(CCN1C(=O)c2ccccc2S1(=O)=O)Nc1cc(Cl)ccc1Cl
#26 N#CC1(NC(=O)COC(=O)c2cccc(-n3cnnn3)c2)CCCCC1
#27 CCNC(=S)NNC(=O)c1ccc(OC)cc1
#28 CCCOc1ccc(CSC(CC(=O)O)C(=O)O)cc1 (configuration not stated)
#29 CCC(=O)Nc1ccccc1C(=O)OCC(=O)c1cccc2ccccc12
#30 Cc1ccc(C(=O)NNC(=O)c2cccs2)cc1
#31 CCS(=O)(=O)N1CCN(C(=O)COc2ccc(-c3ccccc3)cc2)CC1
#32 COc1ccccc1/C=C/CN1CCSCC1
Assay by compound	25	26	27	28	29	30	31	32
NR1D1 modulator	7	-2	3	-6	0	3	4	-1
mABHD4 FP	-2	9	-4	13	-14	6	0	7
LEDGF integ inh	-1	-3	-2	0	1	3	-1	-3
SIAE inh	1	-6	17*	-3	4	0	0	-5
HTRA1 inhibitor	-8	4	3	4	-26	-5	4	-8
rCAG binder	-4	1	-2	12	0	-1	5	-7
PG9 Ab binder	1.5	1.8	-3.6	0.1	2.0	-0.5	1.2	-0.9
TCR-CD3 inh	4	-8	2	7	-11	0	4	-6
TDP2 inh	-9	12	65*	4	-3	-17	1	-2
PRMT1 FP inh	-2	1	-2	-2	-1	-2	1	5

#33 O=c1ccc2cc(S(=O)(=O)Nc3ccccc3F)ccc2o1
#34 CCc1cccc(C)c1NC(=O)c1ccc(CN2CCc3ccccc3C2)cc1
#35 COc1cc(OC)c(C2=NOC(C(=O)N3CCCc4ccccc43)C2)cc1Cl (configuration not stated)
#36 O=C1c2cc(CO)cc(O)c2C(=O)c2c(O[C@@H]3OC(CO)[C@@H](O)[C@@H](O)[C@@H]3O)cccc21 (some centres not stated)
#37 CC(NS(=O)(=O)c1ccc2c(c1)oc(=O)n2C)c1ccccc1 (configuration not stated)
#38 CCCn1nnc(NC(=O)Cc2ccc(Cl)cc2)n1
#39 Cc1ccccc1C(=O)c1cccn1CC(=O)NCCCN1CC(C)CC(C)C1 (configuration not stated)
#40 O=c1cc(O)nc(SCc2ccccc2)n1-c1ccccc1
Assay by compound	33	34	35	36	37	38	39	40
NR1D1 modulator	3	5	-1	7	-5	0	0	-3&-1
mABHD4 FP	-3	-12	4	10	5	1	-1	-7&-44
LEDGF integ inh	-3	2	1	3	-2	-3	1	-4&4
SIAE inh	-7	-7	-5	8	0	3	4	-7&-5
HTRA1 inhibitor	1	-11	-6	-2	-2	-6	6	-42&-68
rCAG binder	-1	-6	3	0	-5	-2	-1	31&22
PG9 Ab binder	0.3	-3.7	-4.1	-1.5	-0.3	0.7	0.0	-4.1&-1.5
TCR-CD3 inh	-2	-2	4	-2	-3	4	2	8&-2
TDP2 inh	-4	0	3	-13	12	4	-8	-1&5
PRMT1 FP inh	-1	-1	2	4	-1	-3	-5	-1&2

A second format for six compounds above.
item	compound	NR1D1 modulator	mABHD4 FP	LEDGF integ inh	SIAE inh	HTRA1 inhibitor	rCAG binder	PG9 Ab binder	TCR-CD3 inh	TDP2 inh	PRMT1 FP inh
35	COc1cc(OC)c(C2=NOC(C(=O)N3CCCc4ccccc43)C2)cc1Cl (configuration not stated)	-1	4	1	-5	-6	3	-4.1	4	3	2
36	O=C1c2cc(CO)cc(O)c2C(=O)c2c(O[C@@H]3OC(CO)[C@@H](O)[C@@H](O)[C@@H]3O)cccc21 (some centres not stated)	7	10	3	8	-2	0	-1.5	-2	-13	4
37	CC(NS(=O)(=O)c1ccc2c(c1)oc(=O)n2C)c1ccccc1 (configuration not stated)	-5	5	-2	0	-2	-5	-0.3	-3	12	-1
38	CCCn1nnc(NC(=O)Cc2ccc(Cl)cc2)n1	0	1	-3	3	-6	-2	0.7	4	4	-3
39	Cc1ccccc1C(=O)c1cccn1CC(=O)NCCCN1CC(C)CC(C)C1 (configuration not stated)	0	-1	1	4	6	-1	0.0	2	-8	-5
40	O=c1cc(O)nc(SCc2ccccc2)n1-c1ccccc1	-3&-1	-7&-44	-4&4	-7&-5	-42&-68	31&22	-4.1&-1.5	8&-2	-1&5	-1&2

(listing goes on)
#41 Cc1ccc(C(=O)COC(=O)c2n[nH]c(=O)c3ccccc23)cc1
#42 CCN1CCN(c2ccc(NC(=O)c3ccc(OC)c(S(=O)(=O)N4CCCC4)c3)cc2)CC1
#43 O=C(COC(=O)c1ccccc1Cl)Nc1cccc(S(=O)(=O)N2CCCCC2)c1
#44 Cc1ccc(NC(=O)CN2CCN(C(=O)C3CC3)CC2)c(F)c1
#45 CCOC(=O)c1nn(-c2ccc3ccccc3c2)cc1O
#46 Cc1ccc(C(=O)OCCOc2cccc(Cl)c2)cc1S(=O)(=O)N1CCOCC1
#47 COc1ccc(CC(=O)Nc2ccc(S(=O)(=O)N3CCCC3)cc2)c(OC)c1
#48 Cn1c(=O)[nH]c(=O)c2c1nc(Br)n2CCCO
#49 Cc1ccc(CNc2cc(C(=O)O)ccc2C)s1
#50 O=C1NC(Cc2c[nH]c3ccccc23)C(=O)N1CCOc1ccc(F)cc1 (configuration not stated)
#51 Cc1ccn2cc(CNS(=O)(=O)c3ccc4c(c3)OCCO4)nc2c1
Assay by compound	41	42	43	44	45	46	47	48	49	50	51
NR1D1 modulator	2	2	-3	0	-4	5	-6	-1	1	-2	-1
mABHD4 FP	-4	4	-21	-7	0	-12	-7	2	4	-3	1
LEDGF integ inh	2	2	3	0	1	-5	5	6	-1	3	0
SIAE inh	2	-5	-14	1	-3	-2	-5	6	5	5	-1
HTRA1 inhibitor	-7	-2	-18	5	-8	-29	-1	4	9	4	-2
rCAG binder	6	0	4	-1	2	0	2	1	1	5	3
PG9 Ab binder	-0.8	-1.9	-1.8	-2.4	0.1	-2.2	-2.0	0.6	-2.1	-2.3	-1.2
TCR-CD3 inh	-2	-3	4	-7	8	3	2	2	1	5	2
TDP2 inh	1	1	4	1	-10	-2	2	0	20	6	7
PRMT1 FP inh	5	-2	-4	4	0	2	-6	-2	-1	-3	0

Assay outcomes from PubChem.
